High-throughput results as filed in PubChem.
VIM-2 inhibitor: blocks Pseudomonas aeruginosa VIM-2 metallo-beta-lactamase. purified VIM-2, nitrocefin hydrolysis, epi-absorbance fluorescence. inhibition, % at 5.6 µM. hit rate 0.89% among 290,000. AID 1527;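 active means inhibition above the mean of all tested compounds plus 3 SD, cutoff set per screening run, cut at about 7.5% in these data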;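 further: red hydrolysis product quenches plate fluorescence so inhibitors raise well fluorescence; 0% = enzyme with DMSO and 100% = DMSO without enzyme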
HCV NS3 hel inh: HCV NS3 helicase inhibition; inhibition, % at 10.9 µM; hit rate 0.56% among 290,000; NS3 helicase DNA unwinding, Cy5 molecular beacon fluorescence;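 active means inhibition above the mean of all tested compounds plus 3 SD, set per campaign, cut at about 35% in these data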;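 further: 0% = DMSO wells and 100% = thioflavine S control wells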
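Compound dosing – single dose, 10.9 µM nominal final, DMSO 0.8% final · System – NS3 helicase fragment of HCV · Buffer or medium – MOPS pH 6.5, MgCl2, DTT, Tween20, BSA · Signal – Cy5 beacon fluorescence read at start and 1 h · Also added – annealed dual-labelled DNA beacon duplex, ATP-started · Schedule – 1 h at 25 °C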
IMP-1 inh: blocks Pseudomonas aeruginosa IMP-1 metallo-beta-lactamase; inhibition, % at 5.6 µM; purified IMP-1, nitrocefin hydrolysis, epi-absorbance fluorescence; AID 1556; hit rate 0.45% among 290,000;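 active means inhibition above the mean plus 3 SD of all compounds in the same screening run, cut at about 4.5% in these data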;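 further: 0% = IMP-1 with DMSO and 100% = DMSO wells lacking enzyme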
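Test system: recombinant IMP-1 enzyme, purified / Medium: HEPES buffer pH 7.1 with ZnSO4 and Brij 35 / Doses: single dose, 5.6 µM / Times: 25 °C, 15 min preincubation, 25 min reaction / Detection: Epi-absorbance via hydrolysed-nitrocefin quenching of white-plate fluorescence, 480/530 nm, EDTA stop / Evaluation: percent inhibition from optical density relative to buffer-blank wells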
NALP1 inh: blocks the NALP1 inflammasome reconstituted in yeast; hit rate 0.61% among 280,000; S. cerevisiae NALP1/ASC/caspase-1 growth, X-gal OD620, 72 h; inhibition, % at 10 µM; in the data active means inhibition mostly above about 24%, no sharp cut-off; inactive means mostly below about 32%; further: some compounds called inactive have numbers as strong as hits
MEKK2 WT-MEK5: raises or lowers MEK5 binding to wildtype human MEKK2 PB1 domain; Q9Y2U5; bead flow cytometry, Alexa488-MEK5 binding to MEKK2 WT; actives lie on both sides; binding response (% of control), % at 10 µM; hit rate 1.1% among 290,000; in the data active means binding response below about 67% or above about 130%
FID counter: displaces DNA intercalator in HCV helicase counter-screen. DNA fluorescent intercalator displacement, fluorescence. inhibition, % at 7.9 µM. hit rate 0.17% among 290,000; in the data active means inhibition above about 37%;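 further: 0% = vehicle and 100% = reference compound; higher means more ethidium bromide displaced from hairpin DNA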
MEKK2 mut-MEK5: signal of MEK5 binding to mutant human MEKK2 PB1 domain; bead flow cytometry, Alexa488-MEK5 binding to MEKK2 mutant; percent response, % at 10 µM; hit rate 0.35% among 290,000; AID 1530; in the data active means percent response above about 24%, passing the limit was not always enough; further: inactives centre near 1; some results filed as inactive read as strong as hits
PfM18AAP inh: PfM18AAP enzyme inhibition | recombinant PfM18AAP, H-Glu-NHMec fluorogenic cleavage | inhibition, % at 7.35 µM | hit rate 1.2% among 290,000;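 active means inhibition above the campaign mean inhibition over all tested compounds plus 3 SD, cut at about 28% in these data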;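 further: 0% = plate median of test compound wells and 100% = 2 mM ZnCl2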
UBC9 SUMO inh: blocks human SUMOylation mediated by UBC9; HTRF SUMOylation assay, SAE1/SAE2 + UBC9, in vitro; inhibition, % at 35 µM; hit rate 0.36% among 290,000; in the data active means inhibition above about 50%, passing the limit was not always enough; further: strong numbers were not always called active
Target sequence (P63279 whole entry, looked up): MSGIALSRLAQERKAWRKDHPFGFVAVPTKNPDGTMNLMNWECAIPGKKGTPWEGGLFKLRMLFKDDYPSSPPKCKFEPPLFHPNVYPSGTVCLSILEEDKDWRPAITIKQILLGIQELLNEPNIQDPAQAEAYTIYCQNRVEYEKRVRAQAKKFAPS
Starred values were filed as active, the others as inactive; . = no result given.

SMILES | VIM-2 inhibitor | HCV NS3 hel inh | IMP-1 inh | NALP1 inh | MEKK2 WT-MEK5 | FID counter | MEKK2 mut-MEK5 | PfM18AAP inh | UBC9 SUMO inh
Cc1cc(C)n(C(=O)CSc2nnc(SCC(=O)n3nc(C)cc3C)s2)n1 | -2.5 | 1 | -2.1 | -3 | 103 | 6 | 3 | 4 | 0
COc1cccc(C(=O)CSc2nnc(-c3cc(OC)cc(OC)c3)o2)c1 | -0.7 | 4 | -1.4 | -17 | 100 | 4 | 1 | 3 | -7
COc1ccc(Cl)cc1NC(=O)CSc1nnc(C2CC2)n1C | 0.1 | 3 | -3.2 | 10 | 102 | -13 | -4 | 3 | -3
CC(c1ccccc1)C1CC(=O)N(c2ccc(C(=O)O)cc2)C1=O (stereo not drawn) | -2.9 | 6 | -2.6 | 15 | 105 | -5 | 5 | 1 | 9
Nc1c(N2CCCC2)cc(Cl)c2nonc12 | -2.9 | 9 | -2.8 | -1 | 92 | -5 | -2 | 16 | .
CCOc1ccc(S(=O)(=O)NCc2ccccc2OC)cc1 | 0.3 | 7 | 0.1 | -8 | 105 | -12 | 3 | -3 | -11
Cc1cc(C)nc(NC(=O)CSc2nccc(C)n2)n1 | -1.6 | 3 | -3.2 | -1 | 92 | -4 | -3 | -2 | 24
COc1ccc(COC(=O)N/N=C/c2cccs2)cc1 | -1.4 | 0 | -2.6 | 2 | 108 | -5 | 3 | 0 | 6
CC(C)COc1ccc(S(=O)(=O)NNC(=O)c2cc3ccccc3o2)cc1 | -1.5 | -6 | -0.9 | 9 | 102 | -24 | -1 | -5 | -14
COC(=O)C1C(=O)NCC1c1ccc(C)cc1 (stereo not drawn) | -1.9 | 3 | -4.2 | 8 | 104 | -2 | 4 | -11 | 10
CCCn1c(Sc2nnnn2-c2ccccc2)n[nH]c1=O | -1.6 | 10 | -3.0 | -7 | 101 | -5 | 3 | -1 | -16
COc1ccccc1/C=C/CN1CCC(CO)(Cc2ccccc2)CC1 | -1.7 | -27 | -3.8 | -14 | 107 | 12 | 1 | -5 | 14
COc1cccc(Nc2ccc(C(=O)O)cc2N)c1 | 1.1 | 22 | 0.5 | 17 | 106 | -30 | 3 | 5 | 8
CCn1c(C2CCN(Cc3ccccc3)CC2)n[nH]c1=S | 3.8 | -4 | -0.9 | -20 | 93 | -4 | -8 | 1 | 4
O=C(NC1CCCCC1)c1cc2cc(Br)ccc2o1 | -0.3 | 5 | 2.6 | 10 | 107 | -12 | 3 | -6 | 10
NS(=O)(=O)c1ccc(CNC(=S)NC2CCCCC2)cc1 | -0.8 | -9 | -3.0 | -5 | 94 | 0 | -3 | -2 | 13
Cc1ncsc1CCC(=O)N1CCCC(C(=O)c2cccc(Cl)c2)C1 (stereo not drawn) | -1.3 | 1 | -2.0 | -4 | 93 | -26 | -3 | -5 | 15
COc1ccc(NC(=O)c2cnc(SC)nc2)cc1 | -1.1 | 0 | -2.2 | 10 | 103 | -5 | 11 | 1 | 3
CN(CCOc1ccccc1)C(=O)C1CCC(=O)N(CCCN2CCCC2=O)C1 (stereo not drawn) | -2.1 | 9 | -4.3 | -3 | 100 | -19 | 3 | -5 | -10
CN(CC(=O)N(CCO)Cc1ccccc1)S(=O)(=O)c1ccc2c(c1)c(=O)n(C)c(=O)n2C | -1.8 | 0 | -1.6 | 15 | 100 | -25 | -1 | -2 | 3
CC1=NN(c2nc3ccccc3s2)C(O)(C(F)(F)F)C1 (stereo not drawn) | 1.2 | -8 | 0.2 | 2 | 101 | 0 | 1 | -11 | 8
CCSc1nnc(NC(=O)CC(C)C)s1 | -1.7 | -6 | -3.1 | 16 | 101 | -3 | 3 | -13 | -5
CCC(=O)N1COC[C@@H]1Cc1ccccc1 | -5.7 | 2 | -2.2 | 22 | 98 | -5 | 1 | 2 | 4
Cc1c(Cl)cn2c(=O)cc(CN3CCN(c4ccccc4)CC3)nc2c1Cl | 0.9 | 1 | -2.7 | 16 | 104 | -14 | -2 | 6 | 0
CSc1cccc(NC(=O)CCn2c(=O)c3cccn3c3cccnc32)c1 | -3.0 | 0 | -1.3 | 13 | 101 | -30 | 1 | 2 | 4
O=c1c(-c2ccc(F)cc2)coc2cc(O)ccc12 | -1.1 | 4 | -3.4 | 4 | . | -12 | . | 4 | 15
C/C(=N\NC(=O)Cc1ccc(Cl)cc1)c1ccccn1 | -1.2 | -2 | -1.7 | 9 | . | -8 | . | -11 | 16
CC(=O)Nc1ccc2nc(NC(=O)c3cccs3)sc2c1 | -3.8 | 1 | -1.3 | . | 96 | -2 | 2 | 9 | 18
CN(C)S(=O)(=O)c1ccc(C(=O)N2CCN(S(=O)(=O)c3cccs3)CC2)cc1 | -2.2 | 4 | -4.1 | 20 | 96 | -6 | -5 | -2 | 22
COc1ccc(S(=O)(=O)NCc2ccccn2)cc1NC(=O)c1ccccc1F | 1.5 | 14 | -1.0 | -13 | 95 | -26 | -2 | 1 | 19
COc1ccc(NC(=O)Nc2ccc(N3CCCC3=O)cc2)cc1OC | 2.1 | -7 | -0.8 | 9 | 94 | -9 | 1 | 8 | 11
COc1cc2c(cc1Cl)C(=O)C(F)(c1ccccc1)C(=O)N2 (stereo not drawn) | -0.4 | 9 | -3.4 | -3 | 101 | -3 | -6 | -6 | 3
Cc1oc2cc(O)ccc2c(=O)c1-c1cnn(-c2ccccc2)c1 | -3.4 | -7 | -1.7 | 0 | 97 | 1 | -1 | 6 | 26
Cc1ccc2c(c1C)NC(C)CC2C (stereo not drawn) | 1.5 | 18 | 5.0* | 18 | 100 | 2 | 0 | 13 | -6
CCOc1ccc(CC(=O)Nc2c(C(=O)Nc3ccccc3)oc3ccccc23)cc1OCC | -4.0 | 3 | -2.5 | 10 | 111 | 0 | 3 | -6 | 5
COc1cc(OC)c(/C=N/NC(=O)c2ccncc2)cc1Br | -3.9 | -4 | -2.9 | 1 | 111 | -7 | 3 | 5 | 28
CC1(C)Cc2[nH]c(=S)c(C#N)cc2CO1 | -1.2 | -5 | -1.4 | -9 | 101 | 0 | 3 | 24 | 2
Cc1ccc(S(=O)(=O)NC(=NC(C)C(=O)O)c2ccccc2)cc1 (stereo not drawn) | -3.4 | -2 | -2.0 | 5 | 103 | 0 | 0 | -1 | -12
CCOC(=O)C1CCN(C(=O)CN(c2ccc3c(c2)OCCO3)S(C)(=O)=O)CC1 | 1.8 | 5 | -2.5 | 15 | 103 | -13 | 5 | 3 | 10
NS(=O)(=O)c1ccc(CCNC(=O)c2ccc(Br)s2)cc1 | -1.2 | -6 | -2.4 | 4 | 112 | -3 | 10 | 6 | 6
Cc1ccc2oc(C(=O)Nc3ccc(S(=O)(=O)Nc4ncccn4)cc3)c(C)c2c1 | -4.0 | 9 | -2.1 | 16 | 92 | -25 | -3 | -6 | 24
CC1CCCN(C(=O)c2cc3ccccc3cc2O)C1 (stereo not drawn) | -2.3 | -4 | -2.1 | 17 | 105 | -18 | 6 | 6 | 28
O=C1CC(c2nc3ccccc3[nH]2)CN1Cc1ccccc1 (stereo not drawn) | -5.1 | -3 | -1.8 | 27 | 106 | -5 | 3 | -3 | 1
CCn1c(SCC(=O)c2ccc(O)c(O)c2)nnc1-c1ccc(C)cc1 | 2.2 | 8 | -3.2 | -1 | 96 | -19 | -1 | 43* | 23
N#Cc1c(/N=C/c2ccc(Br)s2)sc2c1CCC2 | -2.3 | -2 | -3.0 | 3 | 101 | -4 | 1 | -3 | 41
Clc1ccccc1C(c1nnnn1Cc1ccco1)N1CCN(Cc2ccco2)CC1 (stereo not drawn) | -2.3 | 10 | -6.1 | 3 | 109 | 9 | 5 | -17 | -10
Cc1cc2c(=O)oc(-c3ccccc3Br)nc2s1 | 0.7 | -3 | -5.5 | -8 | 95 | -5 | -5 | 17 | 2
O=[N+]([O-])c1cc(C(F)(F)F)ccc1NC1CCN(Cc2ccccc2)C1 (stereo not drawn) | -1.5 | -14 | -2.5 | 4 | 115 | 19 | 19 | 0 | -7

Compound profiles (already shown). Order of screens: VIM-2 inhibitor | HCV NS3 hel inh | IMP-1 inh | NALP1 inh | MEKK2 WT-MEK5 | FID counter | MEKK2 mut-MEK5 | PfM18AAP inh | UBC9 SUMO inh
O=[N+]([O-])c1cc(C(F)(F)F)ccc1NC1CCN(Cc2ccccc2)C1 (stereo not drawn) as listed: -1.5 | -14 | -2.5 | 4 | 115 | 19 | 19 | 0 | -7
CC1(C)Cc2[nH]c(=S)c(C#N)cc2CO1 as listed: -1.2 | -5 | -1.4 | -9 | 101 | 0 | 3 | 24 | 2
CC1CCCN(C(=O)c2cc3ccccc3cc2O)C1 (stereo not drawn) as listed: -2.3 | -4 | -2.1 | 17 | 105 | -18 | 6 | 6 | 28
Cc1ccc2oc(C(=O)Nc3ccc(S(=O)(=O)Nc4ncccn4)cc3)c(C)c2c1 as listed: -4.0 | 9 | -2.1 | 16 | 92 | -25 | -3 | -6 | 24

The list continues.
SMILES | VIM-2 inhibitor | HCV NS3 hel inh | IMP-1 inh | NALP1 inh | MEKK2 WT-MEK5 | FID counter | MEKK2 mut-MEK5 | PfM18AAP inh | UBC9 SUMO inh
Cn1c(=O)c2ccccc2n(CC(=O)NC2CCCCC2)c1=O | -1.6 | 27 | -2.3 | 14 | 103 | -6 | 2 | 2 | 11
CCOc1ccc(NS(=O)(=O)c2ccc3[nH]cc(C(=O)NCCOC)c(=O)c3c2)cc1 | -3.5 | 6 | -3.2 | 1 | 102 | 16 | -2 | -2 | 3
O=C(O/N=C1\CCCc2ccccc21)c1ccc(F)cc1 | -1.3 | 3 | -3.8 | . | 112 | 1 | -5 | -5 | -5
O=C(CSc1nc2[nH]ncc2c(=O)n1-c1ccccc1Br)NCc1ccco1 | 0.5 | 10 | -1.2 | -6 | 106 | -16 | 7 | 20 | -1
COc1ccc(S(=O)(=O)Nc2cccc(N(C)S(C)(=O)=O)c2)cc1Br | -0.9 | -11 | -2.9 | 18 | 109 | 0 | 31 | 0 | 4
CCOCCn1c(CN2CCC(Cc3ccccc3)CC2)nc2c1c(=O)n(C)c(=O)n2C | -6.4 | -8 | -9.9 | 15 | 102 | 2 | 2 | -5 | 13
CCC(=O)N1CCN(c2ccc(NC(=O)COc3ccccc3Cl)cc2)CC1 | -3.2 | 2 | 0.6 | -12 | 103 | -25 | 2 | 1 | -2
O=C(N1CCOCC1)N1CCN(c2ccccc2)CC1 | -4.1 | 0 | -2.2 | 17 | 107 | -4 | 7 | 0 | 6
Clc1cccc(-c2nc(NCCCN3CCOCC3)c3ccccc3n2)c1 | 2.5 | -38 | -0.6 | 10 | 134 | 37* | 18 | 2 | 0
Cc1cc2oc(=O)cc(CN3CCN(Cc4ccccc4)CC3)c2cc1Cl | -2.7 | 11 | -2.0 | 16 | 114 | 0 | 11 | 7 | 11
Cc1ccccc1CSCC(=O)Nc1c(C)n(C)n(-c2ccccc2)c1=O | -4.6 | 5 | -3.8 | 30 | 107 | -21 | 2 | 0 | 10
CCCc1nc2ccccc2n1CCOC | -3.2 | -2 | -4.3 | 5 | 103 | -1 | 2 | -1 | 10
COc1cc(NC(=O)c2ccccc2F)c(OC)cc1NC(=O)CN1CCCCC1 | -1.9 | -5 | -3.8 | 20 | 104 | -1 | 2 | 8 | -1
N/C(=N\OC(=O)CCc1ccccc1)c1ccc(Cl)cc1 | -4.3 | -4 | -1.4 | 5 | 97 | -3 | 1 | 4 | 15
